Scp1 inh = Scp-1 phosphatase inhibitors, primary screen, biochemical, colorimetric, uHTS | Carboxy-terminal domain RNA polymerase II polypeptide A small phosphatase 1 (Homo … | Recombinant Scp1, phosphopeptide, malachite green phosphate absorbance | inhibition, % at 20 µM | 340,000 compounds, 0.88% hits;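 active = inhibition above about 50% at 20 µM, limit read from the data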;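 note: plate controls were DMSO wells with enzyme for no effect and wells lacking enzyme for full effect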
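Test system: SCP-1 phosphatase catalytic domain, residues 76-261; measured by: colorimetric phosphate reagent with accelerator and stabiliser, absorbance at 630 nm; timing: enzyme reaction 45 min at room temperature, colour 5 min, stabilisation 30 min; also added: Phosphorylated 17-residue peptide substrate; compound dosing: one concentration, 20 µM, with 1.0% DMSO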
STEP block = STEP phosphatase inhibitors, primary screen, biochemical, fluorescence intensity, uHTS | recombinant STEP, OMFP fluorogenic substrate | inhibition, % at 20 µM | Tyrosine-protein phosphatase non-receptor type 5 (Homo sapiens), P54829 | 360,000 compounds, 0.25% hits | AID 588621, 2011;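 active = inhibition at 20 µM, scaled per plate between control wells, above about 37%, limit read from the data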;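 note: 0% = DMSO with enzyme and substrate and 100% = substrate only without enzyme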
Target sequence (P54829 whole entry, looked up): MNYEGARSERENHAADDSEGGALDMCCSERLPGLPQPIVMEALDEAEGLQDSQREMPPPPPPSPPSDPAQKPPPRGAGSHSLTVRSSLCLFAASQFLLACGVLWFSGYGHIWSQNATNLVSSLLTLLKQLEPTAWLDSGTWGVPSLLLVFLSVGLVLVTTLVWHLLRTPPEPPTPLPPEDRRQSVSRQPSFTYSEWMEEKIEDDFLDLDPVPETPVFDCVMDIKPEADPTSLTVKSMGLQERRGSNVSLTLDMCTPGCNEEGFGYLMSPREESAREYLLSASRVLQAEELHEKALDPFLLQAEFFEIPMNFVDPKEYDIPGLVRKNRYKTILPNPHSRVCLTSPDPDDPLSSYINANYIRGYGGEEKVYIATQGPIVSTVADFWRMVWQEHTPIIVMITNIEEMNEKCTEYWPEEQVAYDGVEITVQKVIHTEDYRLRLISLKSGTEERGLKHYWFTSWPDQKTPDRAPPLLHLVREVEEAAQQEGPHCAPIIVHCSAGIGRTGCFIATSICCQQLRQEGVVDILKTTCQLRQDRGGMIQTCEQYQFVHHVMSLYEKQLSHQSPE
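Measure: Control-normalized % inhibition with plate pattern correction | Test system: STEP phosphatase, cell-free reaction | Medium: pH 6.0 Bis-Tris with DTT and Tween 20 | Technique: Fluorescence, 480/540 nm | Times: Reaction 20 min, ambient temperature | Doses: Single compound dose of 20 µM, 1% DMSO final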
SUMO1-SIM PPI = modulators of SUMO1 protein-protein interactions, primary screen, biochemical, uHTS | Small ubiquitin-related modifier 1 (Homo sapiens), P63165 | 360,000 compounds, 0.33% hits | SUMO1 binding to a labelled peptide, TR-FRET, 1 h | inhibition, % at 20 µM; in the data active = inhibition above about 37%
Rpn11 block = Rpn11 (PSMD14) deubiquitinase inhibitors, primary screen, biochemical, fluorescence polarization, uHTS. AID 588493, 2011. calls only at 20 µM. human 26S proteasome, Ub4-pepOG fluorescence polarization; 20S core pre-blocked with epoxomicin. 360,000 compounds, 0.59% hits;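 active = inhibition at 20 µM, scaled to each plate's controls, above about 33%, limit read from the data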
DNMT1 inh = human DNMT1 methyltransferase inhibitors, primary screen, biochemical, molecular beacon, fluorescence, HinP1I cleavage, uHTS. DNA (cytosine-5)-methyltransferase 1 (Homo sapiens), P26358. 360,000 compounds, 0.83% hits. inhibition (reported as % activation of signal), % at 10 µM; in the data active = inhibition above about 50%
Tb MetRS inh = T. brucei MetRS inhibitors, primary screen, biochemical, luminescence; methionyl-tRNA synthetase (Trypanosoma brucei brucei); purified T. brucei MetRS, ATP depletion, Kinase-Glo luminescence; inhibition, % at 11.9 µM; 360,000 compounds, 0.4% hits;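 active = inhibition above a per-plate cutoff of the control wells' mean inhibition plus 3 SD, cut at about 5.5% in these data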;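 note: 0% = DMSO wells median and 100% = median of wells with control inhibitor compound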
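Test system – parasite MetRS enzyme · Reagent – substrates ATP, L-methionine and bulk Escherichia coli tRNA · Doses – 11.9 µM compound single dose, 0.9% DMSO · Times – 15 min enzyme-compound preincubation, 2 h reaction, 10 min detection, 25 °C · Signal – Kinase-Glo luminescence, ATP depletion format · Controls – DMSO-only wells as low control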
MsrA inhibitor = bovine MsrA enzyme inhibitors, primary screen, biochemical, absorbance, HTS. Methionine sulfoxide reductase A (Bos taurus). inhibition, % at 15.5 µM. AID 651718, 2012. purified bovine MsrA, absorbance read-out. 360,000 compounds, 0.75% hits; in the data active = inhibition above about 4.5%;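 note: 0% = vehicle wells with enzyme and 100% = reference inhibitor wells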
CSN inh = inhibitors of CSN-mediated cullin deneddylation, primary screen, biochemical, fluorescence polarization, uHTS; COP9 signalosome complex subunit 5 (Homo sapiens), Q92905; Purified CSN, SCF-Nedd8-OG deneddylation; inhibition, % at 12.5 µM; 360,000 compounds, 0.38% hits; AID 651999, 2013;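 active = pattern-corrected inhibition above about 35%, with an unprinted fluorescence ratio check between 0.5 and 1.5, limit read from the data, passing the limit was not always enough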;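 note: 0% = enzyme with substrate and 100% = substrate without enzyme; some results filed as inactive read as strong as hits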
Target sequence (Q92905 whole entry, looked up, one chain of several): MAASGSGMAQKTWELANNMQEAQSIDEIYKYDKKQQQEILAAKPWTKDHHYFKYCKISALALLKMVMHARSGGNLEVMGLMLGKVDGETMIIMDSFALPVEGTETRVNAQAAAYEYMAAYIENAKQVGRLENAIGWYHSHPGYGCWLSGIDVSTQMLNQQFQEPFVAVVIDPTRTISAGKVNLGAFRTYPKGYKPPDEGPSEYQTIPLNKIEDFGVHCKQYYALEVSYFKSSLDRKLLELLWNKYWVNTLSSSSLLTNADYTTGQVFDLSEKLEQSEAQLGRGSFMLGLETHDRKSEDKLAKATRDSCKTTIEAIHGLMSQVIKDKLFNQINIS
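test system = HEK293T-derived human Csn5 enzyme | amount = 0.24 nM Csn5 enzyme, final concentration | medium = Tris/NaCl/DTT buffer, pH 7.5 | schedule = 90 min reaction at room temperature | signal = FP | evaluation = inhibition of Csn5 cleavage, % | compound dosing = single dose of 12.5 µM compound with 0.25% DMSO | probe or stimulus = 10 nM SCFSkp2-Nedd8OG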
LMPTP block = LMPTP phosphatase inhibitors, primary screen, biochemical, fluorescence intensity, uHTS | 360,000 compounds, 0.22% hits | Low molecular weight phosphotyrosine protein phosphatase (Homo sapiens), P24666 | inhibition, % at 20 µM | recombinant LMPTP-A, OMFP fluorogenic substrate | AID 651560, 2012;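 active = compounds that cut the enzyme signal by at least half of the control window in the single-dose screen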;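 note: plate controls were DMSO wells with enzyme plus substrate for no effect and substrate without enzyme for full effect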
Target sequence (P24666 whole entry, looked up): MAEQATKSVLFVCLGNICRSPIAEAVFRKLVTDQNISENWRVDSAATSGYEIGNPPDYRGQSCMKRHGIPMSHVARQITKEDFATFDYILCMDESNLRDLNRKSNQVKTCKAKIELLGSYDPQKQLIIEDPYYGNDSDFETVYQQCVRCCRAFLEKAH
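Test system: LMPTP-A, protein tyrosine phosphatase of low molecular weight; Input: 0.625 nM enzyme; Incubation: 50 min dark incubation at room temperature; Signal: endpoint fluorescence intensity from OMFP dephosphorylation; Read-out basis: % inhibition versus control wells.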
NadD inh = inhibitors of S. aureus NadD, primary screen, biochemical, colorimetric, uHTS; 360,000 compounds, 0.78% hits; Nicotinate-nucleotide adenylyltransferase NadD (Staphylococcus aureus N315); purified NadD enzyme, colorimetric absorbance read-out; inhibition, % at 20 µM; AID 602399, 2012; in the data active = inhibition above about 26%; note: some compounds past the cut are filed as inactive
* marks the source's active call; other numbers are inactive results.

For CCOC(=O)N1CCN(C(=S)NC(=O)c2ccnn2C)CC1 the results were Scp1 inh -8, STEP block 3, SUMO1-SIM PPI -2, Rpn11 block inactive, DNMT1 inh 8, Tb MetRS inh -0.6, MsrA inhibitor -1.4, CSN inh -8, LMPTP block -0.8 and NadD inh -9.
CCCCCN(C(=O)CCCSc1nncs1)c1c(N)n(CCCC)c(=O)[nH]c1=O was read as Scp1 inh -6, STEP block 1, SUMO1-SIM PPI -2, Rpn11 block inactive, DNMT1 inh 0, Tb MetRS inh -0.7, MsrA inhibitor -1.0, CSN inh 4, LMPTP block -0.2 and NadD inh 2.
COc1ccc(C(=O)/C=C/N(C)C)cc1 was read as Scp1 inh 0, STEP block -1, SUMO1-SIM PPI 1, Rpn11 block inactive, DNMT1 inh -1, Tb MetRS inh -0.4, MsrA inhibitor 4.2, CSN inh -10, LMPTP block -0.1 and NadD inh 1.
For O=C(NN1CCOCC1)c1cccc(F)c1 the results were Scp1 inh -11, STEP block 2, SUMO1-SIM PPI -3, Rpn11 block inactive, DNMT1 inh 2, Tb MetRS inh 0.7, MsrA inhibitor -0.8, CSN inh 5, LMPTP block -1.4 and NadD inh 2.
`O=C(CCSc1nnc(-c2ccncc2)o1)Nc1ccccc1` gave Scp1 inh 0, STEP block 1, SUMO1-SIM PPI 1, Rpn11 block inactive, DNMT1 inh 1, Tb MetRS inh -0.5, MsrA inhibitor 0.0, CSN inh 0, LMPTP block -1.7 and NadD inh 4.
For COC(=O)c1ccc(-c2c(-c3ccccc3)ncc3cc(F)ccc23)cc1 the results were Scp1 inh 53*, STEP block -2, SUMO1-SIM PPI 1, Rpn11 block inactive, DNMT1 inh 2, Tb MetRS inh -0.3, MsrA inhibitor -0.9, CSN inh -5, LMPTP block 2.3 and NadD inh 1.
Screening Cc1ccc(-c2onc(C)c2C)cc1S(=O)(=O)N1CC(C)Oc2ccccc21 (centres undefined) returned Scp1 inh -13, STEP block 0, SUMO1-SIM PPI 6, Rpn11 block inactive, DNMT1 inh -5, Tb MetRS inh 0.2, MsrA inhibitor -0.1, CSN inh 1, LMPTP block 5.0 and NadD inh -6.
Cc1ccc(NC(=O)O/N=C/c2ccc(N(C)C)cc2)cc1 was read as Scp1 inh -6, STEP block 0, SUMO1-SIM PPI -16, Rpn11 block inactive, DNMT1 inh -2, Tb MetRS inh -1.3, MsrA inhibitor -0.2, CSN inh 6, LMPTP block 0.1 and NadD inh -8.
CCC(C)(C)NC(=O)C(c1cccc(OC)c1OC)N(CCC(C)C)C(=O)CCC(=O)Nc1cc(C)on1 (centres undefined) was read as Scp1 inh -1, STEP block 0, SUMO1-SIM PPI 5, Rpn11 block inactive, DNMT1 inh 0, Tb MetRS inh -1.1, MsrA inhibitor 0.1, CSN inh 3, LMPTP block 0.1 and NadD inh -5.
Screening COc1ccc(C2C(C(C)=O)=C(C)Nc3ncnn32)cc1 (centres undefined) returned Scp1 inh -5, STEP block -1, SUMO1-SIM PPI -1, Rpn11 block inactive, DNMT1 inh 1, Tb MetRS inh 0.3, MsrA inhibitor 2.0, CSN inh 0, LMPTP block -0.7 and NadD inh 0.
CC(C)Cc1nnc(NC(=O)CCC(=O)N2CCN(Cc3ccccc3)CC2)s1 was read as Scp1 inh -3, STEP block -2, SUMO1-SIM PPI -3, Rpn11 block inactive, DNMT1 inh 2, Tb MetRS inh 0.3, MsrA inhibitor 0.3, CSN inh 3, LMPTP block -1.5 and NadD inh -5.
`O=C(NCO)c1cccnc1` gave Scp1 inh -7, STEP block -1, SUMO1-SIM PPI 3, Rpn11 block inactive, DNMT1 inh 1, Tb MetRS inh -2.1, MsrA inhibitor 0.4, CSN inh 4, LMPTP block -0.5 and NadD inh -4.
Screening C1CCN(CC2CCCCN2)CC1 (centres undefined) returned Scp1 inh -8, STEP block 18, SUMO1-SIM PPI 31, Rpn11 block inactive, DNMT1 inh 29, Tb MetRS inh -0.2, MsrA inhibitor 0.6, CSN inh -5, LMPTP block 14 and NadD inh 11.
CCOc1ccc(Br)cc1S(=O)(=O)N1CCC(C(N)=O)CC1 was read as Scp1 inh -1, STEP block -5, SUMO1-SIM PPI -2, Rpn11 block inactive, DNMT1 inh 3, Tb MetRS inh -0.2, MsrA inhibitor 1.0, CSN inh 9, LMPTP block -0.5 and NadD inh -8.
Screening COc1ccc(NC(=O)c2cc(S(=O)(=O)N3CCCC3)ccc2OC)cc1 returned Scp1 inh -10, STEP block -3, SUMO1-SIM PPI 5, Rpn11 block inactive, DNMT1 inh 0, Tb MetRS inh -0.2, MsrA inhibitor 0.1, CSN inh -2, LMPTP block -0.5 and NadD inh -1.
Cc1ccc2nc(SCC(=O)N3CCOCC3)[nH]c2c1 was read as Scp1 inh -6, STEP block 3, SUMO1-SIM PPI -3, Rpn11 block inactive, DNMT1 inh 1, Tb MetRS inh 1.3, MsrA inhibitor 0.7, CSN inh 0, LMPTP block -2.7 and NadD inh -10.
For CCCCCC(=O)Nc1cccc(C2=NOC3(C2)C[C@H](C(N)=O)N(C(=O)CC)C3)c1 (some centres undefined) the results were Scp1 inh 27, STEP block 2, SUMO1-SIM PPI 6, Rpn11 block inactive, DNMT1 inh 5, Tb MetRS inh -0.1, CSN inh -2, LMPTP block -1.5 and NadD inh -1.
`COc1cc2ccccc2cc1C(=O)N(CCN(C)C)c1nc2c(F)cc(F)cc2s1` gave Scp1 inh 0, STEP block 0, SUMO1-SIM PPI -3, Rpn11 block inactive, DNMT1 inh -1, Tb MetRS inh -0.8, MsrA inhibitor 1.6, CSN inh 4, LMPTP block 1.0 and NadD inh -2.
`COc1ccc(C(NC(=O)c2ccc(=O)[nH]c2)C(=O)Nc2ccc(C(C)C)cc2)cc1` (centres undefined) gave Scp1 inh -10, STEP block 0, SUMO1-SIM PPI -2, Rpn11 block inactive, DNMT1 inh 0, Tb MetRS inh -0.3, MsrA inhibitor 0.3, CSN inh -6, LMPTP block 0.3 and NadD inh 4.
For COc1ccc(NC(=S)NCc2ccccn2)cc1OC the results were Scp1 inh 4, STEP block -3, SUMO1-SIM PPI 6, Rpn11 block inactive, DNMT1 inh 2, Tb MetRS inh -0.7, MsrA inhibitor -0.6, CSN inh -4, LMPTP block 0.4 and NadD inh 1.
For CN(CC(=O)Nc1c(Cl)cccc1Cl)C(=O)C1CSC2(C)CCC(=O)N12 (centres undefined) the results were Scp1 inh -6, STEP block -3, SUMO1-SIM PPI -4, Rpn11 block inactive, DNMT1 inh 2, Tb MetRS inh -0.4, MsrA inhibitor 0.7, CSN inh -6, LMPTP block -1.4 and NadD inh -4.
`O=C(O)CC(Sc1n[nH]c(=S)s1)C(=O)O` (centres undefined) gave Scp1 inh 79*, STEP block 4, SUMO1-SIM PPI 5, Rpn11 block inactive, DNMT1 inh 0, Tb MetRS inh -0.2, MsrA inhibitor 1.5, CSN inh 2, LMPTP block -0.7 and NadD inh 6.
`CC(=O)N1C(C(=O)O)CSC1c1ccc(C)cc1` (centres undefined) gave Scp1 inh -7, STEP block -1, SUMO1-SIM PPI 7, Rpn11 block inactive, DNMT1 inh 2, Tb MetRS inh 1.0, MsrA inhibitor -0.8, CSN inh 2, LMPTP block -1.2 and NadD inh -3.
For COc1ccccc1/C=C(/NC(=O)c1ccccc1)C(=O)NCCN1CCOCC1 the results were Scp1 inh 5, STEP block 1, SUMO1-SIM PPI 1, Rpn11 block inactive, DNMT1 inh 4, Tb MetRS inh -0.5, MsrA inhibitor 0.9, CSN inh 0, LMPTP block -0.7 and NadD inh -6.
Screening C#CC[N+](CC)(CC)CC#Cc1cccc(Cl)c1 returned Scp1 inh -2, STEP block -1, SUMO1-SIM PPI -1, Rpn11 block inactive, DNMT1 inh 0, Tb MetRS inh -0.6, MsrA inhibitor -1.2, CSN inh 0, LMPTP block -1.4 and NadD inh 10.
Screening CCc1sc(C(=O)Nc2ccc(NC(C)=O)cc2)cc1C returned Scp1 inh 0, STEP block 3, SUMO1-SIM PPI 2, Rpn11 block inactive, DNMT1 inh 2, Tb MetRS inh -0.6, MsrA inhibitor 1.9, CSN inh -4, LMPTP block -0.1 and NadD inh -2.
O=C(CCCCCNc1nc(=S)[nH]c2ccccc12)NCCc1ccccc1 was read as Scp1 inh 4, STEP block 2, SUMO1-SIM PPI 4, Rpn11 block inactive, DNMT1 inh 1, Tb MetRS inh -1.2, MsrA inhibitor 1.3, CSN inh -7, LMPTP block 4.4 and NadD inh 1.
CC(C)(C)N(Cc1ccccc1)C(=O)COC(=O)Cn1[nH]c(=O)c2ccccc2c1=O was read as STEP block -2, SUMO1-SIM PPI 1, Rpn11 block inactive, DNMT1 inh -1, Tb MetRS inh 0.0, MsrA inhibitor -0.5, CSN inh 0, LMPTP block -2.1 and NadD inh -5.

3 structures already listed, ordered by SMILES length, low to high.
`CC(=O)N1C(C(=O)O)CSC1c1ccc(C)cc1` (centres undefined) gave Scp1 inh -7, STEP block -1, SUMO1-SIM PPI 7, Rpn11 block inactive, DNMT1 inh 2, Tb MetRS inh 1.0, MsrA inhibitor -0.8, CSN inh 2, LMPTP block -1.2 and NadD inh -3.
Screening CCc1sc(C(=O)Nc2ccc(NC(C)=O)cc2)cc1C returned Scp1 inh 0, STEP block 3, SUMO1-SIM PPI 2, Rpn11 block inactive, DNMT1 inh 2, Tb MetRS inh -0.6, MsrA inhibitor 1.9, CSN inh -4, LMPTP block -0.1 and NadD inh -2.
O=C(CCCCCNc1nc(=S)[nH]c2ccccc12)NCCc1ccccc1 was read as Scp1 inh 4, STEP block 2, SUMO1-SIM PPI 4, Rpn11 block inactive, DNMT1 inh 1, Tb MetRS inh -1.2, MsrA inhibitor 1.3, CSN inh -7, LMPTP block 4.4 and NadD inh 1.
